High-throughput results deposited in PubChem BioAssay by National Center for Advancing Translational Sciences (NCATS).
Tau fluor cs = counter-screen for tau fibril formation inhibitors. tau K18 P301L Alexa594 fluorescence, heparin fibrillization. Potency, µM (doses to about 57.7 µM), for the others: at the highest dose activity change, negative = decrease. actives 0.93% (n = 280,000); further: nearly all actives have a fitted effect of over 55% in size
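Human tau K18 P301L (15 uM unlabeled, 0.24 uM Alexa 594-labeled) in 100 mM sodium acetate pH 7 with 20 uM heparin, 6 hr at 37 C. ThT 30 uM added, 1 hr ambient; Alexa 594 FP and total fluorescence read at 555/632 nm.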
ALDH1A1 inh = inhibitors of human aldehyde dehydrogenase 1A1 | P00352 | Purified ALDH1A1, NADH fluorescence, propionaldehyde substrate | Potency, µM (series often up to 75.3 µM), for inactives: at the top dose activity, negative = inhibition, usual class: inhibitors | actives 7.3% (n = 220,000); active means well fitted inhibition curve with a large enough effect, not every such curve was filed as active; inconclusive means small, poorly fitted or top-dose-only effect, or another doubt; inactive means no such curve, though single readings can be large or run the other way;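 further: plate controls were no enzyme wells and a reference inhibitor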
Target sequence (P00352 whole entry, looked up): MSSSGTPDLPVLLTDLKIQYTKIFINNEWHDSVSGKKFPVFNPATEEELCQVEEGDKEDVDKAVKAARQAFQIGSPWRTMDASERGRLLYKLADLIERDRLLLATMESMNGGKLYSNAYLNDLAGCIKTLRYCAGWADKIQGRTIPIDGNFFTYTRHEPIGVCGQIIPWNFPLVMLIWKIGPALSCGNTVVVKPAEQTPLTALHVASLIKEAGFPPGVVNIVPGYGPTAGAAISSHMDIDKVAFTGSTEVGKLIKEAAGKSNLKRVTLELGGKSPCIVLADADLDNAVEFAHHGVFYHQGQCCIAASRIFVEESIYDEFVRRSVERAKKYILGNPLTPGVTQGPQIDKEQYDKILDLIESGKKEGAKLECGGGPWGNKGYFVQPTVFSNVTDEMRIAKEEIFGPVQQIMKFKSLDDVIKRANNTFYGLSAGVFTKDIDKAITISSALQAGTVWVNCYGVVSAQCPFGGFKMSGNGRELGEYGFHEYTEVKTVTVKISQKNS
Tau FP inhib = tau fibrillization inhibition (FP) | P10636 | K18 P301L tau heparin fibrillization, Alexa594 FP, 6 h | Potency, µM (top dose mostly 57.7 µM), for inactives: at the top dose activity, negative = inhibition, hits mostly inhibitors | actives 0.39% (n = 280,000) | AID 1468; further: nearly all actives have a fitted effect of over 55% in size
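Recombinant K18 P301L […], labeled with Alexa 594 at 0.24 uM over 15 uM unlabeled; heparin inducer 20 uM final; 37 C, 6 hr; FP endpoint.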
Tau fibril ThT = blocks human tau fibril formation measured by thioflavin T; AID 1460; P10636; Potency, µM (titrated, usually from 57.4 µM), without a hit: top-dose activity, negative = inhibition, most hits filed as inhibitors; actives 2.1% (n = 270,000); recombinant tau K18 P301L (four-repeat tau fragment), heparin-induced fibrillization, ThT fluorescence; further: nearly all actives have a fitted effect of over 55% in size
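Recombinant human tau K18 fragment […] carrying P301L, 15 uM unlabeled plus 0.24 uM Alexa 594-labeled, was fibrillized with 20 uM heparin in 100 mM sodium acetate pH 7 for 6 hr at 37 C; 30 uM ThT fluorescence read after 1 hr.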
L3MBTL1 inh = L3MBTL1 (human) inhibition. AlphaScreen L3MBTL1–H3K9me1 peptide binding. Potency, µM (doses to about 57.1 µM), inactives show at the highest dose activity, negative = inhibition, hits mostly inhibitors. actives 0.66% (n = 230,000); further: nearly all actives have a fitted effect of over 60% in size
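AlphaScreen assay: L3MBTL1 (50 nM final) was preincubated 30 min at room temperature with biotinylated H3(1-15)K9me1 peptide (75 nM final), then 30 min with library compounds; streptavidin donor and nickel chelate acceptor beads (10 ug/mL final) added, 30 min dark.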
TR SRC2 fluor cs = alters Texas Red total fluorescence, flagging assay interference; AID 1479; actives 0.29% (n = 280,000); Potency, µM (titrated, usually from 106 µM), without a hit: top-dose fluorescence change, negative = quenching; TRb/SRC2 Texas Red total fluorescence interference; active means well fitted curve in either direction with a large enough effect; inconclusive means small, poorly fitted or top-dose-only effect
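Human TRb ligand-binding domain at 0.6 uM with 20 nM Texas Red SRC2 peptide in Tris buffer containing 1 uM T3 and 5% DMSO, incubated with compound 5 h at ambient temperature. Total fluorescence (555/632 nm) calculated as parallel + 2 × perpendicular.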
aGal spleen mod = inhibitors or activators of human alpha-galactosidase in spleen homogenate. human spleen homogenate, 4MU-alpha-Gal fluorescence, 40 min. Potency, µM (doses to about 80 µM), for inactives: at the top dose activity change, negative = inhibition, most hits filed as inhibitors. actives 0.008% (n = 240,000). P06280;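 further: 0% = enzyme with vehicle and -100% = no enzyme basal signal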
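Spleen homogenate 1 ug + cpd (titration) + 4-MU-alpha-D-galactopyranoside 1 mM; 37C 40 min; 50 mM citrate/phosphate pH 5.0, 0.01% Tween-20; stop pH 10; fluorescence 365/440; AC50 via Hill.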
TRb SRC2 PPI = TRbeta-SRC2 interaction inhibition | actives 0.065% (n = 280,000) | AID 1469 | P10828 | TRbeta-SRC2 peptide binding, fluorescence polarization; receptor liganded with 1 µM T3 | Potency, µM (titrated, usually from 106 µM), inactives show at the highest dose activity change, negative = inhibition, usual class: inhibitors;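 further: plate controls were bound peptide for no effect and peptide without receptor for full effect; nearly all actives have a fitted effect of over 50% in size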
Target sequence (P10828 whole entry, looked up): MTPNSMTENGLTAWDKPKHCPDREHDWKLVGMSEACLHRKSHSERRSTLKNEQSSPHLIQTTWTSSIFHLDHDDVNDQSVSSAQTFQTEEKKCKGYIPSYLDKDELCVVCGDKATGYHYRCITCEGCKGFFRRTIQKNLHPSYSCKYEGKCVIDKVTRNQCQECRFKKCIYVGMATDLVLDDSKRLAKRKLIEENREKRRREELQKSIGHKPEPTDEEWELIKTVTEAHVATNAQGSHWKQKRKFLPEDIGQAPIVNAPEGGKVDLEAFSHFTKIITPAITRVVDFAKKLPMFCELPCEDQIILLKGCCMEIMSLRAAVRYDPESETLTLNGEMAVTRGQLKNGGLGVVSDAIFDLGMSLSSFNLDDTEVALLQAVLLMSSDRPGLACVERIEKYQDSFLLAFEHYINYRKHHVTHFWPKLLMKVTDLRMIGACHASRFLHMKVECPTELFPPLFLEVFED
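Human TRb ligand-binding domain (0.6 uM) is mixed with 20 nM Texas Red SRC2 peptide and 1 uM T3; after compound addition and 5 hr at ambient temperature, polarization is measured and normalized to unbound and bound controls.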
An asterisk follows results filed as active; ? = inconclusive; · = no result given; [ ] = dose if it differs, or a comment. Unless noted, the call rests on the fitted dose curve; in most records, active means well fitted curve in the direction sought with a large enough effect; inconclusive means small, poorly fitted or top-dose-only effect, or another doubt; inactive means no such curve, though single readings can be large; an effect the other way counts as inactive or inconclusive. Unless noted, on the % scale 0 is the no-effect control and ±100 the full control effect; potency means the concentration at half of the fitted maximal effect.

SMILES | Tau fluor cs | ALDH1A1 inh | Tau FP inhib | Tau fibril ThT | L3MBTL1 inh | TR SRC2 fluor cs | aGal spleen mod | TRb SRC2 PPI
CS(=O)(=O)N1CCc2cc(S(=O)(=O)N3CCCCC3)ccc21 | 0% | 12% | 2% | 4% | · | 2% | -11% | -12%
CC(C)CCN1CCN(CCCn2cccn2)CC1CCO (stereo not given) | 3% | 1% | 3% | 4% | 42%[activator] | -9% | 11% | -9%
CCC(=O)Nc1cccc(NC(=S)NC(=O)Cc2ccccc2)c1 | -19% | ? | -7% | ? | 5% | -3% | 0% | 1%
CC(C)C1Nc2c(O)cc(Cl)c([N+](=O)[O-])c2C2C=CCC21 (stereo not given) | ? | 7% | 2% | 11µM* | -27% | 14% | -12% | ?
CN(C)c1ccc(N/C(N)=N/c2nc(C(F)(F)F)cc(C(F)(F)F)n2)cc1 | -29% | -4% | 3% | ? | · | 2% | 5% | 0%
Cc1ccc(CN2CCCn3nc(C(=O)NCc4ccc(OC(C)C)cc4)cc3C2=O)cc1 | -2% | · | 4% | -9% | · | -1% | · | -6%
Cn1c(=O)n(C)c2cc([N+](=O)[O-])c(N3CCN(C(=O)c4ccccc4)CC3)cc21 | -3% | ? | -7% | ? | -3% | 0% | 5% | -1%
O=C(NC1CCCCC1)c1ccc(S(=O)(=O)N2CCCCC2)cc1 | -5% | -11% | -5% | -4% | -3% | -9% | 2% | -3%
Cc1ccc(Cn2nc(C)c(NC(=O)c3cc(-c4ccc(F)cc4)on3)c2C)cc1 | -1% | · | -1% | 1% | · | -10% | · | -3%
CCOc1ccc(C(c2c(O)cc(C)n(Cc3ccco3)c2=O)N2CCN(c3ccccc3)CC2)cc1 (stereo not given) | 2% | · | -16% | ? | · | -3% | · | -3%
Cc1ccc2sc(NC(=O)c3ccc(N4C(=O)CCC4=O)cc3)nc2c1C | -8% | ? | 3% | 0% | 2% | 0% | -1% | 4%
O=C(NCC1COc2ccccc2O1)Nc1ccccc1F (stereo not given) | -9% | -10% | -10% | -4% | 2% | -7% | -3% | -4%
CCn1c(C)nc2cc(C(=O)N/N=C/c3cccc(O)c3O)ccc21 | -19% | ? | 0% | ? | ? | 0% | 0% | -1%
CN(C)CCCn1c(=O)n(Cc2ccco2)c(=O)c2c3c(sc21)CCCCC3 | -4% | -12% | -2% | -8% | -12% | -1% | -12% | -10%
O=C(Cn1cc([N+](=O)[O-])cn1)Nc1ccn(Cc2c(F)c(F)cc(F)c2F)n1 | -9% | 0% | -1% | -3% | · | -1% | 7% | 10%
CC(=O)CSc1nnc(CSc2ncccn2)n1C1CCCCC1 | 1% | -7% | 1% | -5% | 7% | -1% | 2% | -12%
N#Cc1ccc(OCC(=O)N/N=C2/CC(c3ccccc3)Oc3ccccc32)cc1 (stereo not given) | 1% | 3% | -4% | 2% | 4% | 1% | -10% | -6%
Cc1cc2n(n1)CCC(=O)N2Cc1ccc(C(=O)Nc2cccc(C(F)(F)F)c2)cc1 | -9% | · | -5% | 5% | · | -1% | · | -4%
CNC(=S)Nc1ccc(Nc2ccccc2)cc1 | -25% | -5% | 13% | ? | -7% | -1% | 0% | 0%
CCC(OC(=O)c1nsc(Cl)c1Cl)C(=O)NC(C)(C)CC (stereo not given) | 1% | -1% | -5% | -2% | -9% | 0% | -2% | 1%
CC/C(=N\NC(=O)C(N)=O)c1ccccc1O | -3% | 8% | 4% | ? | 1% | -4% | -10% | -1%
O=C(O)CC1C(=O)NCCN1Cc1cccs1 (stereo not given) | 12% | -7% | 3% | 7% | · | 0% | 4% | 11%
Cc1cc(C)nc(SCC(=O)Nc2ccc(S(=O)(=O)NC(C)(C)C)cc2)n1 | -6% | -16% | -3% | -6% | · | 1% | 2% | 2%
CCCn1c(CCCNC(=O)c2ccccc2OC)nc2ccccc21 | -25% | · | -8% | -14% | · | -3% | · | -9%
CCOC(=O)c1ccccc1NC1c2ccccc2C(=O)N1C1CCN(C(=O)OCC)CC1 (stereo not given) | 1% | 2% | 5% | 8% | ? | -1% | 1% | -10%
COCCN(CCOC)CC(O)COC(c1ccccc1)c1ccccc1 (stereo not given) | -2% | 13% | 0% | 2% | -7% | -2% | -1% | 3%
CC1(C)Cc2cccc(OCC(=O)N3CCN(c4ccc([N+](=O)[O-])cc4)CC3)c2O1 | 0% | 10µM* | -5% | 9% | -8% | 2% | -4% | -3%
O=C(c1cccs1)N1CCc2c([nH]c3ccccc23)C1c1ccc(Cl)cc1 (stereo not given) | -22% | 4% | 5% | -9% | -9% | 2% | -3% | 5%
Cc1cc(C)n(-c2ccc(C(=O)NCCCN3CCOCC3)cc2)n1 | 13% | 9% | 6% | 9% | 1% | -1% | 10% | 1%
CCOc1ccc2nc(NC(=O)C(NS(=O)(=O)c3cccs3)C(C)C)sc2c1 (stereo not given) | -8% | 4% | -5% | 2% | 1% | 0% | -2% | -14%
O=C1NC(=O)/C(=C\c2ccc(OCc3cccc(C(=O)O)c3)c(Cl)c2)N1 | -13% | 2% | 1% | ? | · | -2% | 0% | -2%
CC(=O)Nc1ccc(S(=O)(=O)Nc2nc3ccccc3nc2N2CCCCCC2)cc1 | ? | 7.1µM* | -16% | -10% | 1% | 0% | -5% | -8%
COc1ccc(C(=O)C2CCCN(C/C=C/c3ccccc3OC)C2)c(OC)c1 (stereo not given) | -12% | -5% | -5% | -11% | -16% | 4% | -1% | 0%
O=C(CCCCCN1C(=O)c2ccccc2C1=O)NC1CCCC1 | 1% | ? | -1% | 0% | -12% | 2% | 2% | -8%
COc1ccc(Nc2cnn(-c3nc4ccccc4s3)c(=O)c2Cl)cc1 | -18% | 8.9µM* | -15% | ? | -4% | -7% | 2% | 16%
CC(C)c1nc2sc3ccccc3c(=O)c2c(=O)n1Cc1ccccc1 | -10% | -8% | -6% | ? | 7% | -6% | -1% | 3%
C=C(C)Cn1c(SCC(=O)Nc2ccccc2C)nc2sc3c(c2c1=O)CCCC3 | 1% | · | -3% | ? | · | -4% | · | -2%
CCC(=O)Nc1ccc(C(=O)CSc2nnc(-c3ccc(O)cc3)n2CC2CCCO2)cc1 (stereo not given) | -19% | 25µM* | -14% | -12% | · | -1% | 1% | 2%
CCOC(=O)c1c(/N=C/c2cc(C)ccc2O)sc2c1CCN(C)C2 | -6% | 8% | 2% | -3% | ? | 0% | -18% | -7%
O=c1c(C=Nc2ccc(Oc3ccccc3)cc2)c[nH]n1-c1cccc(Cl)n1 | -13% | 7% | -9% | ? | -1% | 1% | -5% | -13%
COC(=O)C1=C(C)Nc2c(c(=O)n(C)c(=O)n2C)C1c1ccc(Cl)cc1 (stereo not given) | 2% | 4% | -2% | 0% | -16% | 0% | -2% | 11%
Cc1ccc(S(=O)(=O)C(F)(F)F)cc1NC(=O)c1cccnc1 | 1% | 2% | 4% | 0% | 10% | -1% | -1% | 1%
Cc1cc(C(=O)N/N=C/C=C/c2ccccc2)n[nH]1 | 2% | · | 3% | · | · | -1% | -1% | 4%
COc1ccc(C(=O)Nc2nc(C)c3cc4c(cc3n2)OCO4)cc1 | -2% | ? | -2% | -4% | 13% | 11% | 4% | 3%
N=C1c2ccccc2CN1NC(=O)c1cccc(S(=O)(=O)N2CCCCC2)c1 | -2% | 3% | 8% | 2% | 7% | -2% | -25% | 0%
Cn1cc(S(=O)(=O)N2CCCCC2)cc1C(=O)N1CCN(c2ccc(F)cc2)CC1 | -1% | · | 0% | 4% | · | -6% | · | 0%
CCN1C(=O)CC(N2CCC(C(=O)N3CCCCCC3)CC2)C1=O (stereo not given) | -1% | ? | -1% | -4% | -5%[11.4 µM] | -1% | -6% | 1%

Among those listed so far, these contain a thiophene ring, fused or not.
SMILES | Tau fluor cs | ALDH1A1 inh | Tau FP inhib | Tau fibril ThT | L3MBTL1 inh | TR SRC2 fluor cs | aGal spleen mod | TRb SRC2 PPI
CN(C)CCCn1c(=O)n(Cc2ccco2)c(=O)c2c3c(sc21)CCCCC3 | -4% | -12% | -2% | -8% | -12% | -1% | -12% | -10%
O=C(O)CC1C(=O)NCCN1Cc1cccs1 (stereo not given) | 12% | -7% | 3% | 7% | · | 0% | 4% | 11%
O=C(c1cccs1)N1CCc2c([nH]c3ccccc23)C1c1ccc(Cl)cc1 (stereo not given) | -22% | 4% | 5% | -9% | -9% | 2% | -3% | 5%
CCOc1ccc2nc(NC(=O)C(NS(=O)(=O)c3cccs3)C(C)C)sc2c1 (stereo not given) | -8% | 4% | -5% | 2% | 1% | 0% | -2% | -14%
C=C(C)Cn1c(SCC(=O)Nc2ccccc2C)nc2sc3c(c2c1=O)CCCC3 | 1% | · | -3% | ? | · | -4% | · | -2%
CCOC(=O)c1c(/N=C/c2cc(C)ccc2O)sc2c1CCN(C)C2 | -6% | 8% | 2% | -3% | ? | 0% | -18% | -7%
